LYPLA1 counter = LYPLA1 (human) inhibition in PME1 counter-screen; recombinant LYPLA1, FP-Rh probe fluorescence polarization; inhibition, % at 5.9 µM; 320,000 compounds, 0.16% hits; AID 2174;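 active means inhibition above the mean of all tested compounds plus 3 SD, set per campaign, cut at about 14% in these data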;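 further: inhibitors block serine hydrolase probe labeling of LYPLA1 so polarization falls; 0% = enzyme with DMSO and 100% = wells lacking LYPLA1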
Target sequence (O75608 whole entry, looked up): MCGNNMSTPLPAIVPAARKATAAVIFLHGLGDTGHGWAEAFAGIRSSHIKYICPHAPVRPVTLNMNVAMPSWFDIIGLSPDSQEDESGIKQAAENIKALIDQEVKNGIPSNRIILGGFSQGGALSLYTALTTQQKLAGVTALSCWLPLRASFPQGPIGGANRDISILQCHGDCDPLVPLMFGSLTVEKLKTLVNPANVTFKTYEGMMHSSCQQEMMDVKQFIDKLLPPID
PREPL inhibitor = human PREPL enzyme inhibition; Q4J6C6; recombinant PREPL, fluorescence polarization activity-based probe; inhibition, % at 5.96 µM; 320,000 compounds, 0.68% hits; in the data active means inhibition above about 43%;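 further: 0% = enzyme with DMSO and 100% = wells lacking enzyme; many of its hits are not listed in these tables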
EBNA-1 inh = blocks EBNA-1 binding to DNA; EBNA-1 DNA binding, fluorescence polarization; inhibition, % at 14.8 µM; 300,000 compounds, 0.34% hits; AID 1950; in the data active means inhibition above about 28%
LYPLA2 inh = LYPLA2 (human) inhibition in PME1 counter-screen. inhibition, % at 5.9 µM. recombinant LYPLA2, FP-Rh probe fluorescence polarization. O95372. 320,000 compounds, 0.38% hits;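 active means inhibition above the screen-wide mean plus 3 SD, limit set per campaign, cut at about 26% in these data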;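 further: 0% = LYPLA2 with DMSO and 100% = wells lacking LYPLA2 enzyme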
Target sequence (O95372 whole entry, looked up): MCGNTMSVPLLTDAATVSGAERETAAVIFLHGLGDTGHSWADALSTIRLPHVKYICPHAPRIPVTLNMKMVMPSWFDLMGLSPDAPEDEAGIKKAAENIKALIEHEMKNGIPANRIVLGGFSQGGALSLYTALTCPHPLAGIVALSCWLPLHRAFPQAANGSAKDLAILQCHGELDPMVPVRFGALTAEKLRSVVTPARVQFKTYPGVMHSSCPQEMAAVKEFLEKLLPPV
GSTO1 counter = GSTO1 inhibition, counter-screen for RBBP9 inhibitors; recombinant GSTO1, activity-based probe fluorescence polarization; 300,000 compounds, 1.1% hits; P78417; inhibition, % at 5.96 µM;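 active means inhibition above the campaign mean inhibition plus 3 SD, cut at about 35% in these data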;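 further: 0% = GSTO1-1 with DMSO and 100% = wells lacking GSTO1-1 enzyme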
PAFAH1B3 inh = blocks human PAF acetylhydrolase 1B catalytic subunit 3 | recombinant PAFAH1B3, FP-rhodamine probe, fluorescence polarization | inhibition, % at 3.39 µM | 340,000 compounds, 0.28% hits;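 active means inhibition above the screen-wide average of all tested compounds plus 3 SD, cut at about 25% in these data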;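 further: 0% = enzyme with DMSO only and 100% = wells lacking PAFAH1B3 protein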
Target sequence (Q15102 whole entry, looked up): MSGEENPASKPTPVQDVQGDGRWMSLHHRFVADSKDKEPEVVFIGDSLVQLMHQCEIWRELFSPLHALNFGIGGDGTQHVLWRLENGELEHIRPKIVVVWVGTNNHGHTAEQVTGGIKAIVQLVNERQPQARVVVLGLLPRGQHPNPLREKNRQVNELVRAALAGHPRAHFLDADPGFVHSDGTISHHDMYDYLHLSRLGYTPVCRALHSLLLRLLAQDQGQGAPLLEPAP
PAFAH2 FP inh = inhibitors of human PAFAH2. recombinant PAFAH2, FP-rhodamine activity probe, fluorescence polarization. inhibition, % at 3.39 µM. 340,000 compounds, 0.99% hits. Q99487;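 active means inhibition above the mean over all tested compounds plus 3 SD, cut at about 30% in these data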;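 further: inhibitors block probe labeling of enzyme so polarization drops; 0% = enzyme with DMSO and 100% = wells lacking PAFAH2 protein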
PAD4 inh = blocks human protein arginine deiminase 4. inhibition, % at 6.36 µM. AID 485272. recombinant PAD4, RCA probe fluorescence polarization. Q9UM07. 330,000 compounds, 0.41% hits;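 active means percent inhibition above a cutoff equal to the mean of all tested compounds plus 3 SD, cut at about 15% in these data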;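 further: 0% = PAD4 with RCA probe and DMSO and 100% = probe without PAD4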
ZTA DNA inh = blocks Epstein-Barr virus ZTA, an EBNA-1 counter-screen | ZTA-DNA binding, fluorescence polarization | inhibition, % at 11 µM | 320,000 compounds, 0.15% hits | P03206; in the data active means inhibition above about 33%
Target sequence (P03206 whole entry, looked up): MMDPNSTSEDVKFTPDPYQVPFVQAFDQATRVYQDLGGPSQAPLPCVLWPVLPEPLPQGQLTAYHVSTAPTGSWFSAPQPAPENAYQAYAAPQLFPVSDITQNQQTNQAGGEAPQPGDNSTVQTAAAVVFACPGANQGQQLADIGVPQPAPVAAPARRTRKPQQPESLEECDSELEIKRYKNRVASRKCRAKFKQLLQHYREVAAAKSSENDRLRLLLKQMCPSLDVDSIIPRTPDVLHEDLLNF
* = called active by the depositor; / = not tested or not shown. Some of the compounds tested; rates above refer to the full screens.

Start of the data: the first 3 records (preview)
Letter code: A = LYPLA1 counter; B = PREPL inhibitor; C = EBNA-1 inh; D = LYPLA2 inh; E = GSTO1 counter; F = PAFAH1B3 inh; G = PAFAH2 FP inh; H = PAD4 inh; I = ZTA DNA inh
> CC(C)NC(=O)c1cc(-n2cnnc2)ccc1Cl
  A = -4; B = -1; C = -3; D = -1; E = 0; F = 1; G = -1; H = 4; I = 8

> CCC1C(=O)NCCN1C(=O)c1ccc2nc(Cc3cccc(Cl)c3)oc2c1 (stereo not drawn)
  A = -2; B = 14; C = -6; D = 1; E = -1; F = -5; G = 6; H = -1; I = -18

> O=C(CNC(=O)c1cccs1)NCC(=O)OCc1c(F)cccc1Cl
  A = 5; B = 12; C = -9; D = -2; E = -8; F = /; G = /; H = -8; I = 2

All compounds of this part (from the top)
Letter code: A = LYPLA1 counter; B = PREPL inhibitor; C = EBNA-1 inh; D = LYPLA2 inh; E = GSTO1 counter; F = PAFAH1B3 inh; G = PAFAH2 FP inh; H = PAD4 inh; I = ZTA DNA inh
> CC(C)NC(=O)c1cc(-n2cnnc2)ccc1Cl
  A = -4; B = -1; C = -3; D = -1; E = 0; F = 1; G = -1; H = 4; I = 8

> CCC1C(=O)NCCN1C(=O)c1ccc2nc(Cc3cccc(Cl)c3)oc2c1 (stereo not drawn)
  A = -2; B = 14; C = -6; D = 1; E = -1; F = -5; G = 6; H = -1; I = -18

> O=C(CNC(=O)c1cccs1)NCC(=O)OCc1c(F)cccc1Cl
  A = 5; B = 12; C = -9; D = -2; E = -8; F = /; G = /; H = -8; I = 2

> S=C1NC[C@H](CC2CCCCC2)N1CCc1cccc2ccccc12
  A = -5; B = 10; C = -8; D = -13; E = 2; F = -8; G = 3; H = -4; I = -1

> COc1ccc(NC(=O)c2cc(-c3ccccn3)nc3c(C)cc(C)cc23)c(C)c1
  A = -1; B = 5; C = 0; D = 0; E = -2; F = -8; G = -4; H = -4; I = -3

> Cc1ccc(NC(=S)N(Cc2cccs2)Cc2cc3cc(C)ccc3[nH]c2=O)cc1
  A = 0; B = 1; C = 2; D = -2; E = -1; F = -4; G = -3; H = 0; I = -9

> CCOc1cc(C(=O)OCc2cccc(OC)c2OC)ccc1OCC(=O)N1CCOCC1
  A = 2; B = 8; C = -4; D = -4; E = 0; F = -7; G = 3; H = -2; I = 13

> c1ccc(OCc2nn3c(-c4ccncc4)nnc3s2)cc1
  A = 2; B = 2; C = 6; D = 3; E = 8; F = 12; G = 8; H = -1; I = 8

> CC(C)CC(=O)Nc1nnc(SCC(=O)NCc2ccc3c(c2)OCO3)s1
  A = -1; B = 1; C = -8; D = -2; E = 0; F = 0; G = 7; H = 5; I = -6

> CCn1cc(/C=N/N=C2\CCC3C4CCc5cc(O)ccc5C4CC[C@]23C)c(C)n1 (stereo partly drawn)
  A = -9; B = -17; C = -8; D = -8; E = -3; F = 4; G = -3; H = 6; I = -2

> COc1cc(C2C(C#N)=C(N)OC3=C2C(=O)CC(C)(C)C3)ccc1OC(=O)N1CCOCC1 (stereo not drawn)
  A = 0; B = 23; C = 11; D = 1; E = 18; F = 2; G = -5; H = 2; I = 1

> CCC(=O)NC(c1ccc(N(C)C)cc1)c1c(O)ccc2ccccc12 (stereo not drawn)
  A = -6; B = 0; C = 15; D = -2; E = 2; F = -3; G = 3; H = 5; I = -2

> FC(F)(F)Oc1ccc(Nc2nc(N3CCOCC3)nc(N3CCOCC3)n2)cc1
  A = 0; B = -9; C = -13; D = -5; E = 0; F = 2; G = 0; H = 3; I = 5

> CCOC(=O)N1CCN(CC(=O)Nc2ccc([N+](=O)[O-])cc2C(=O)Nc2ccccc2F)CC1
  A = 2; B = 20; C = 3; D = -1; E = 2; F = 3; G = -4; H = -3; I = 7

> COc1ccc(S(=O)(=O)N2CCOCC2)cc1NC(=O)COc1ccccc1OC
  A = 2; B = -1; C = 1; D = 2; E = 7; F = 3; G = 6; H = -1; I = -9

Reprinted at random: two compounds from above.
Letter code: A = LYPLA1 counter; B = PREPL inhibitor; C = EBNA-1 inh; D = LYPLA2 inh; E = GSTO1 counter; F = PAFAH1B3 inh; G = PAFAH2 FP inh; H = PAD4 inh; I = ZTA DNA inh
> CCn1cc(/C=N/N=C2\CCC3C4CCc5cc(O)ccc5C4CC[C@]23C)c(C)n1 (stereo partly drawn)
  A = -9; B = -17; C = -8; D = -8; E = -3; F = 4; G = -3; H = 6; I = -2

> CCOC(=O)N1CCN(CC(=O)Nc2ccc([N+](=O)[O-])cc2C(=O)Nc2ccccc2F)CC1
  A = 2; B = 20; C = 3; D = -1; E = 2; F = 3; G = -4; H = -3; I = 7

(continued)
Letter code: A = LYPLA1 counter; B = PREPL inhibitor; C = EBNA-1 inh; D = LYPLA2 inh; E = GSTO1 counter; F = PAFAH1B3 inh; G = PAFAH2 FP inh; H = PAD4 inh; I = ZTA DNA inh
> CC1(C)CC(=O)C2=C(C1)NC(=O)CC2c1ccc(F)cc1 (stereo not drawn)
  A = 0; B = -1; C = -10; D = 4; E = 5; F = 9; G = -2; H = -4; I = -18

> Cc1ccc(CN2CCCOCCS2(=O)=O)cc1
  A = -1; B = 0; C = 16; D = -7; E = -2; F = 4; G = -3; H = 8; I = 9

> O=C(c1ccccc1)N1CCN(c2ccc(Cl)cc2)CC1
  A = -1; B = 29; C = 14; D = 4; E = 2; F = 9; G = 1; H = 3; I = 3

> O=C(COC(=O)c1ccc[n+]([O-])c1)Nc1ccc(Cl)cc1[N+](=O)[O-]
  A = -2; B = 11; C = /; D = 6; E = /; F = 1; G = -2; H = -3; I = 4

> COc1ccc(-c2c(C#Cc3ccsc3)c3cc(-c4ccc5c(c4)OCCO5)ccc3n2C)cc1
  A = /; B = 35; C = /; D = /; E = /; F = 3; G = 3; H = 1; I = /

> CCNC(=O)CCS(=O)(=O)c1ccc2ccccc2c1
  A = 5; B = 1; C = 6; D = 8; E = 9; F = 5; G = 0; H = 5; I = 0

> NS(=O)(=O)c1ccc(CNC(=O)CCS(=O)(=O)Cc2ccccc2)cc1
  A = -4; B = 7; C = -6; D = -4; E = 4; F = -4; G = 3; H = -1; I = -9

> CC(C)NC(=O)COc1ccc(S(=O)(=O)N(C)Cc2ccccc2)cc1
  A = 1; B = -3; C = -12; D = -5; E = -13; F = 5; G = 0; H = -9; I = 5

> C/C=C/C(=O)Nc1cccc(C2=NOC3(C2)C[C@H](C(N)=O)N(C(=O)/C=C/C)C3)c1 (stereo partly drawn)
  A = 4; B = 5; C = 5; D = 5; E = 4; F = -1; G = -2; H = 4; I = -3

> C/C(CC1CC2=C(CC1(C)C)C(C)(C)CCC2)=N\NC(N)=S (stereo not drawn)
  A = 5; B = -2; C = 7; D = 5; E = -5; F = 5; G = 0; H = 1; I = 13

> CCCCC(=O)Nc1cccc(NC(=S)NC(=O)C(C)C)c1
  A = -3; B = 4; C = 7; D = -1; E = -3; F = 1; G = 1; H = -1; I = -4

> CCOc1cc2[nH]c(=O)n(CCC(=O)NCc3ccc(OC)cc3)c(=O)c2cc1OCC
  A = -1; B = 24; C = -1; D = -1; E = -1; F = 9; G = -6; H = -7; I = 12

> CC(CCc1ccco1)NC(=O)c1cc2c(-c3ccccc3F)nn(C)c2s1 (stereo not drawn)
  A = -12; B = -4; C = 8; D = -22; E = -7; F = -8; G = -16; H = -1; I = -4

> CCN(C[C@H]1N[C@@](C)(C(=O)OC)[C@H]2C(=O)N(C)C(=O)[C@@H]12)S(=O)(=O)c1ccc(OC)cc1
  A = /; B = 20; C = /; D = /; E = /; F = 10; G = -3; H = -5; I = /

> Cn1c(SCC(=O)c2cc(Cl)c(Cl)s2)nnc1-c1ccco1
  A = 0; B = 6; C = 9; D = 0; E = 44*; F = /; G = /; H = -4; I = -10

Carrying on:
Letter code: A = LYPLA1 counter; B = PREPL inhibitor; C = EBNA-1 inh; D = LYPLA2 inh; E = GSTO1 counter; F = PAFAH1B3 inh; G = PAFAH2 FP inh; H = PAD4 inh; I = ZTA DNA inh
> COc1ccccc1NC(=O)CN1C(=O)COc2ccc(S(=O)(=O)N3CCOCC3)cc21
  A = -2; B = -4; C = 5; D = 14; E = 2; F = 10; G = 6; H = 1; I = 4

> O=C(Cc1ccc(Br)cc1)Nc1ccccc1Sc1ccccc1
  A = -3; B = 10; C = 0; D = 1; E = 0; F = 3; G = 5; H = 4; I = -9

> CCCCSc1nc2c(cnn2-c2ccccc2)c(=O)n1N
  A = 2; B = 3; C = 1; D = -1; E = 2; F = -2; G = -1; H = -3; I = 11

> O=C(NNc1cc(N2CCCC2)nc(N2CCCC2)n1)c1ccc([N+](=O)[O-])cc1
  A = -2; B = 13; C = -13; D = -5; E = 15; F = 5; G = 1; H = 5; I = -4

> O=C(COC(=O)c1ccco1)NCc1ccc2c(c1)OCO2
  A = 1; B = 0; C = 1; D = 7; E = -7; F = -1; G = 14; H = -3; I = 12

> Cc1ccccc1Cn1c(=O)n(CCC(=O)NCc2ccc3c(c2)OCO3)c(=O)c2ccccc21
  A = 1; B = -3; C = 16; D = -4; E = -11; F = -11; G = -8; H = 3; I = -2

> N/C(=N\OC(=O)c1ccc2c(c1)OCO2)c1cccc(Br)c1
  A = -1; B = -2; C = 6; D = -1; E = -4; F = 2; G = 55*; H = -4; I = 13

> O=C(COC(=O)C1CCN(c2ccc(C(F)(F)F)cn2)CC1)c1cccc(Br)c1
  A = 1; B = -28; C = -5; D = 8; E = -11; F = 1; G = 2; H = -5; I = -7

> CCC(C)(C(=O)NC1CCCC1)N(C(=O)CNC(=O)c1ccccc1)c1c(C)n(C)n(-c2ccccc2)c1=O (stereo not drawn)
  A = -2; B = -1; C = -7; D = 1; E = 11; F = -3; G = -3; H = 0; I = -5

> Cc1noc(C)c1CSc1nnnn1-c1ccc(Cl)cc1
  A = 1; B = -7; C = 3; D = 0; E = 6; F = 5; G = 6; H = -7; I = -6

> CCOC(=O)c1cn(Cc2ccc(C)cc2)c2cc(F)ccc2c1=O
  A = 1; B = -7; C = 8; D = 2; E = -1; F = 4; G = -1; H = -2; I = 10

> COc1cccc(-c2csc(N3CCN(CC(=O)NNC(=O)c4ccc(Cl)cc4)CC3)n2)c1
  A = -3; B = 42; C = -8; D = -10; E = -3; F = -2; G = -2; H = 0; I = -6

> CC(NC(=O)CSc1nnnn1C1CC1)c1ccccc1Br (stereo not drawn)
  A = /; B = -2; C = /; D = /; E = /; F = 3; G = -1; H = 3; I = /

> CCOC(=O)C1CCN(c2c(NC3CCCCCCC3)c(=O)c2=O)CC1
  A = 0; B = 2; C = -1; D = 0; E = 0; F = -2; G = 26; H = 1; I = 2

> COc1cc(C(=O)NC(=S)Nc2cccc3nc(C)ccc23)cc(OC)c1OC
  A = -3; B = -12; C = 5; D = -8; E = -3; F = -1; G = -9; H = 1; I = 10

> CC(=O)N(CCCc1ccc(C(C)(C)C)cc1)CCCN(C)C
  A = 0; B = 34; C = -1; D = 0; E = 2; F = -7; G = 10; H = 1; I = 11

> CCOc1ccc(S(=O)(=O)N2CCC(C(=O)N3CCc4ccccc4C3)CC2)cc1
  A = -3; B = 1; C = 1; D = 3; E = 3; F = 4; G = 5; H = 2; I = 3

> CC1(C)C2CC[C@]3(C)C(CC=C4[C@@H]5C[C@@](C)(CO)[C@@H](O)C[C@]5(C(=O)O)CC[C@]43C)[C@@]2(C)CC[C@@H]1O (stereo partly drawn)
  A = 2; B = 2; C = -9; D = -5; E = 4; F = /; G = /; H = -6; I = -12

Screening results as filed in PubChem.
